From PubChem BioAssay
BAZ2B inh: BAZ2B (human) inhibition. Q9UIF8. AlphaScreen BAZ2B-H3K14Ac peptide displacement. Potency, µM (series often up to 114 µM), for inactives: top-dose activity change, negative = inhibition, most hits filed as inhibitors. hit rate 4.4% among 360,000; also: potency is read from the fitted curve at half-maximal effect; % is scaled to controls: 0 for no effect and ±100 for the full control effect; nearly all actives have a fitted effect of over 60% in size
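Protein-peptide AlphaScreen: BAZ2B 50 nM, b-H3K14Ac 50 nM, 1x PBS pH 7.4 + 0.01% Tween-20. Preincubation 30 min RT; cpd 30 min RT (top 110 uM); beads 20 min RT, light-protected.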
ERG Ets-DNA blk: ERG Ets/DNA interaction inhibition; P11308; fluorescence polarization, His-ERG Ets domain / labelled DNA; Potency, µM (top dose mostly 76.9 µM), inactives show top-dose FP activity, negative = inhibition, usual class: inhibitors; hit rate 0.028% among 370,000; AID 624246; active = well fitted inhibition curve with a large enough effect in the polarisation, with a control signal flat; inconclusive = small, poorly fitted or top-dose-only effect, or effect the other way, or a change in a side signal; inactive = no such curve, though single readings can be large or run the other way; the % refers to the polarisation;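 also: polarization taken with two DNA probes labelled with fluorescein and Texas red; potency is read from the fitted curve at half-maximal effect; % of control where 0% means no effect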
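His-tagged ERG Ets domain (1 uM in the protein solution; 300mM KCl, 50mM Tris-HCl, 1mM EDTA, 1mM DTT, pH 7.5) received compound, then a probe mix of 5 nM fluorescein-DNA and 100nM Texas-615-DNA. Fluorescence polarization was read for both dyes.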
GLS inhibitor: inhibitors of human glutaminase (GLS); GLS enzymatic activity, qHTS titration; Potency, µM (doses to about 45.5 µM), for the others: at the top dose activity change, negative = inhibition, usual class: inhibitors; hit rate 0.21% among 410,000; O94925; also: potency is read from the fitted curve at half-maximal effect; % is scaled to controls: 0 for no effect and ±100 for the full control effect
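Assay buffer: 45 mM KH2PO4 pH 8.2, 0.02% Tween-20. hKGA acts on L-glutamine (1 mM solution added); product glutamate is reported by an oxidase/peroxidase Amplex Red coupling, with fluorescence taken at baseline and 30 min.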
G9a inh: inhibitors of human histone lysine methyltransferase G9a; Potency, µM (series often up to 102 µM), inactives show at the highest dose activity, negative = inhibition, hits mostly inhibitors; G9a H3K9 monomethylation, AlphaScreen, 2 h; AID 504332; hit rate 8.8% among 350,000; also: potency is read from the fitted curve at half-maximal effect; % is scaled to controls: 0 for no effect and ±100 for the full control effect; nearly all actives have a fitted effect of over 75% in size
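Readings reflect AlphaScreen signal from monomethyl-H3K9 antibody detection. HMT at 20 nM; substrate b-H3K9 500 nM; cofactor SAM 20 uM; 2 h RT reaction; compounds tested as titrations in qHTS with 15 min preincubation.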
PI4K2A block: PI4K2A (human) kinase inhibition; activity change, negative = inhibition, % at 76.9 µM; Q9BTU6; hit rate 0.13% among 420,000; purified PI4K2A, ADP-Glo luminescence, 1 h; hits give low values; in the data active = activity change below about -50%; inconclusive = mostly about -30% to -49%;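 also: -100% = wells without enzyme as full effect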
Target sequence (Q9BTU6 whole entry, looked up): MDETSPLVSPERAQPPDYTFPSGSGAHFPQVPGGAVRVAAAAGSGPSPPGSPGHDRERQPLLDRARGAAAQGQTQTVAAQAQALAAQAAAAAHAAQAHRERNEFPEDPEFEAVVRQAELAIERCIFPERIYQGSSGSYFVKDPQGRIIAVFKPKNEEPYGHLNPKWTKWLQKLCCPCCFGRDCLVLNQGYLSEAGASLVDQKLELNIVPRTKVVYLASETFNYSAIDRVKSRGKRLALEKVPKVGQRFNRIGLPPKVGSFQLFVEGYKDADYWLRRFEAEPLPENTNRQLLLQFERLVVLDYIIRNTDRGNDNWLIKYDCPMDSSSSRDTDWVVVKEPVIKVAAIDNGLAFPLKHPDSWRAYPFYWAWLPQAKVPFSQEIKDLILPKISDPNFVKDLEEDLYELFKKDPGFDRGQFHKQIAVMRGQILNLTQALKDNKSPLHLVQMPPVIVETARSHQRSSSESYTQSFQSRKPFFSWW
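PI4K2A activity was measured by ADP-Glo luminescence: enzyme (4 ug/mL stock) and phosphatidylinositol (1.2 mM stock) in Tris pH 7.5/MgCl2/EGTA/Triton X-100 buffer were reacted with ATP (300 microM stock) for one hour at ambient temperature.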
JMJD2A Tudor: JMJD2A Tudor domain (human) inhibition; O75164; AlphaScreen JMJD2A-Tudor / H3K4me3 peptide binding; Potency, µM (doses to about 114 µM), without a hit: at the top dose activity change, negative = inhibition, usual class: inhibitors; hit rate 4.4% among 390,000; AID 504339; also: potency is read from the fitted curve at half-maximal effect; % is scaled to controls: 0 for no effect and ±100 for the full control effect; nearly all actives have a fitted effect of over 50% in size
HP1b binding inh: inhibitors of HP1-beta chromodomain binding to methylated histone tails; P83916; AlphaScreen HP1-beta / biotin-H3K9me3 peptide binding; Potency, µM (series often up to 114 µM), without a hit: at the top dose activity change, negative = inhibition, usual class: inhibitors; hit rate 0.56% among 390,000; AID 540317; also: potency is read from the fitted curve at half-maximal effect; nearly all actives have a fitted effect of over 70% in size; inactives centre near 23
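HP1-beta protein (50 nM final) preincubated 30 min at room temperature with biotinylated H3(1-18)K9me3 peptide (50 nM) in PBS pH 7.4, 0.01% Tween-20, then compound added for 30 min. AlphaScreen streptavidin donor/nickel chelate acceptor beads (10 ug/mL final), 30 min dark, luminescence read.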
RGS4 inh: inhibitors of human regulator of G protein signaling 4 | P49798 | hit rate 0.039% among 390,000 | Transcreener GDP fluorescence polarization, RGS4-accelerated GTP hydrolysis | Potency, µM (highest dose often 114 µM), inactives show at the highest dose activity change, negative = inhibition, usual class: inhibitors; also: potency is read from the fitted curve at half-maximal effect; % is scaled to controls: 0 for no effect and ±100 for the full control effect; nearly all actives have a fitted effect of over 75% in size; some results filed as inactive show a strong effect at the top dose
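MLSMR compounds (23 nl, pin-transferred) preincubated 10 min at room temperature with a 500nM (2x) first reagent, then RGS4 at 900nM (2x) plus Transcreener GDP mix added; fluorescence polarization (620/688 nm) read before and after 90 min at 30 °C.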
ALOX12 inh: inhibitors of human 12S-lipoxygenase ALOX12 | P18054 | purified 12hLO, xylenol orange hydroperoxide absorbance | Potency, µM (titrated, usually from 108 µM), without a hit: top-dose activity change, negative = inhibition, usual class: inhibitors | hit rate 1.1% among 580,000 | AID 1671190; also: potency is read from the fitted curve at half-maximal effect; % is scaled to controls: 0 for no effect and ±100 for the full control effect
Target sequence (P18054 whole entry, looked up): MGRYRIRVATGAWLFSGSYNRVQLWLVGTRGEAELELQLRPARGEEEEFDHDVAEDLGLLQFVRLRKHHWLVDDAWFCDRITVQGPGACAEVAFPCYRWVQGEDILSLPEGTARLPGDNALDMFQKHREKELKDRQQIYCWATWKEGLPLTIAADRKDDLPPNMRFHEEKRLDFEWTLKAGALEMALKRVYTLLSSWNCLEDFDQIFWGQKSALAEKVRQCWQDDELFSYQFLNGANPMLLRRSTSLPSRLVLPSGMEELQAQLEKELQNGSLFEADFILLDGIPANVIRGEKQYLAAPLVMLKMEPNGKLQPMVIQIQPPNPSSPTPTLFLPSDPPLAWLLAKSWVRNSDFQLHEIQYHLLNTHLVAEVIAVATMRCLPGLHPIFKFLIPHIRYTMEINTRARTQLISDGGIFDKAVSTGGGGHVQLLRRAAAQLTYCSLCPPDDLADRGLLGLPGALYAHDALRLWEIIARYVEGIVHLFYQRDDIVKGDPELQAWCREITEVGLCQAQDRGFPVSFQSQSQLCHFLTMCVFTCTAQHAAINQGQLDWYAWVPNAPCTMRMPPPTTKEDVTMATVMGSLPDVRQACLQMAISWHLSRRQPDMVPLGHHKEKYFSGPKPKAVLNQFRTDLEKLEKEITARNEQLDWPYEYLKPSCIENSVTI
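Purified human 12hLO (150 nM final) in 25 mM Hepes, 0.01% Triton X-100, pH 7.0 was preincubated 15 min at room temperature with compound. Then 40 uM arachidonic acid was added, 30 min. Hydroperoxide was read by Fe-XO absorbance ratio 573/405 nm.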
* hit, by the source's call; ? = inconclusive; nt = no result given; & = joins results of further samples; ! = not confirmed by another sample; [ ] = another dose, or the depositor's remark. Unless noted, calls follow the shape of the dose curve; as a rule, active = well fitted curve in the direction sought with a large enough effect; inconclusive = small, poorly fitted or top-dose-only effect, or another doubt; inactive = no such curve, though single readings can be large; an effect the other way counts as inactive or inconclusive.

BAZ2B inh | ERG Ets-DNA blk | GLS inhibitor | G9a inh | PI4K2A block | JMJD2A Tudor | HP1b binding inh | smiles | RGS4 inh | ALOX12 inh
-7% | 2% | 0% | 9% | 0 | -12% | -10% | NC(=O)Cn1c(=O)n(C2CCCCC2)c(=O)c2c3c(sc21)CCCCC3 | 37% | -18%
-7% | 6% | 3% | ? | 5 | -19% | 21% | CC1(C)CC2CC(C)(CN2S(=O)(=O)c2ccc(C(=O)Nc3cccc(S(=O)(=O)N4CCOCC4)c3)cc2)C1 (stereo unspecified) | 19% | -1%
nt | -11% | 23% | nt | -1 | ? | 4% | C[C@H](CO)N1C[C@H](C)[C@H](CN(C)CC2CCCCC2)Oc2ccc(NS(=O)(=O)c3ccc(F)cc3)cc2CC1=O | 9% | -15%
? | -9% | 5% | 80%[activator][59 µM] | 7 | -21% | -4% | O=C(CSc1nc2ccsc2c(=O)n1NC(=O)c1ccccc1)NCc1ccco1 | 1% | -18%
0% | -7% | 4% | 11% | -3 | -17% | 13% | O=C(CCCC(=O)N(CC(=O)NC1CCCCC1)c1ccc(F)cc1)Nc1ccccn1 | 15% | 3%
6% | -6% | 1% | 6%[59 µM] | 2 | -21% | 56%[activator] | Cc1cc(NC(=O)CC23CC4CC(C2)CC(CC(=O)Nc2cc(C)on2)(C4)C3)no1 | -16% | 6%
2% | -24% | 10% | ? | 0 | -16% | 18% | Cc1cc(C)c(-c2csc(NC(=O)c3n[nH]c(=O)c4ccccc34)n2)c(C)c1 | 26% | -15%
9% | -3% | 1% | -7% | -3 | -18% | 36%[activator] | COc1ccc(CCN(C)C(=O)N2CCOCC2)cc1OC | 8% | 0%
-6% | 11% | 2% | ? | 5 | -11% | 55%[activator] | O=C(CSc1nnc(-c2ccccc2Cl)o1)N1CCCCC1 | 5% | 456%[activator]
nt | 0% | ? | nt | 0 | 32µM* | -8% | CCCCN(CCCC)S(=O)(=O)c1ccc(N2CCCC2=O)c([N+](=O)[O-])c1 | -51%[56.9 µM] | -17%
0% | -23% | -6% | -2%[59 µM] | 1 | -6% | 6% | NC(=O)C1CCN(c2ccc(C(F)(F)F)cc2[N+](=O)[O-])CC1 | 6% | 1%
-8% | -9%&-5% | 12%&17% | 25%[59 µM] | -6&-4 | 45µM*! | 31%&27% | OC(COCC1COc2ccccc2O1)CN1CCN(c2ccccn2)CC1 (stereo unspecified) | -6%&-40% | ?
nt | 21% | 3% | nt | -4 | -1% | 21% | Cn1c(=O)c2[nH]c(Cc3cccc(O)c3)nc2n(C)c1=O | 11% | -3%
nt | -5% | 4% | nt | -5 | -3% | 20% | O=C(CN1C(=O)NC2(CCCC2)C1=O)Nc1cc(C(F)(F)F)ccc1N1CCOCC1 | 18% | -14%
12% | 2% | 1% | 14µM* | 2 | -13% | 26% | COc1cccc(-c2nnc(SCC3CNC(=O)O3)n2-c2ccc(Cl)cc2)c1 (stereo unspecified) | 2% | 2%
-2% | 2% | 22% | ? | -22 | -2% | 47%[activator] | COc1cc(/C=N/O)ccc1OCc1ccc(C(=O)O)cc1 | -13% | -18%
nt | -7% | -1% | nt | 0 | -12%&-12% | 6%&10% | CS(=O)(=O)c1ccc(CNC(=O)C2(C(F)(F)F)C/C(=C\Cc3ccccc3)CCCO2)cc1 (stereo unspecified) | 13%&0% | 1%
? | -14% | ? | 14µM* | 0 | 40µM* | -8% | COc1ccc(/C=N/n2c(C3CCCCC3)n[nH]c2=S)c(OC)c1 | -41% | 40µM*
-6% | -1% | 7% | 8% | 2 | -5% | 45%[activator] | Cc1cc(C)c(C)c(S(=O)(=O)N2CCCCC2C(=O)O)c1C (stereo unspecified) | 3% | ?
9% | -9% | 1% | -3%[59 µM] | 1 | -7% | 19% | Cn1c(=O)c2c(ncn2CC(=O)N2CCCCCC2)n(C)c1=O | -6% | 10%
-3% | nt | 6% | 28%&29%[59 µM] | 1 | nt | nt | CC(C)(C#N)c1cc(Cn2cncn2)cc(C(C)(C)C#N)c1 | nt | ?
-4% | 5% | 16% | nt | 0 | -11% | 39% | CCOc1ccc(/C(O)=C2/C(=O)C(=O)N(c3ncccn3)C2c2ccc(C)cc2)cc1 (stereo unspecified) | 13% | ?
-2% | -5% | 5% | -39%[12.7 µM] | -7 | -4% | 20% | COc1ccc(-c2c3c(nc4sc5c(=O)[nH]c(C)nc5c24)CCC3)cc1 | 18% | -16%
99%[activator] | 0% | 0% | -16%[0.501 µM] | 1 | 21% | 92%[activator] | Cc1ccccc1[C@@]1(C)ON(c2ccccc2C(F)(F)F)C1=O | ? | 8%

Overlap with the part before: 2 compounds, followed by the next part.
BAZ2B inh | ERG Ets-DNA blk | GLS inhibitor | G9a inh | PI4K2A block | JMJD2A Tudor | HP1b binding inh | smiles | RGS4 inh | ALOX12 inh
-2% | -5% | 5% | -39%[12.7 µM] | -7 | -4% | 20% | COc1ccc(-c2c3c(nc4sc5c(=O)[nH]c(C)nc5c24)CCC3)cc1 | 18% | -16%
99%[activator] | 0% | 0% | -16%[0.501 µM] | 1 | 21% | 92%[activator] | Cc1ccccc1[C@@]1(C)ON(c2ccccc2C(F)(F)F)C1=O | ? | 8%
3%&-9% | -18%&5% | 5%&1% | -10% | 5&2 | -11%&-24% | 5%&3% | CCCNC(=O)c1ccc2c(c1)nc(C)n2-c1cccc(C)c1 | -40%[56.9 µM] | 4%&-12%
? | 3% | 22% | ? | -18 | -22% | 54%[activator] | CC(C)CCNC(=O)c1cnn2c(C(F)(F)F)cc(-c3ccco3)nc12 | ? | ?
3% | 7% | 2% | 1%[59 µM] | 1 | 17% | 44%[activator] | CCOCCCNc1nc2c(S(=O)(=O)c3ccc(CC)cc3)nnn2c2ccc(Cl)cc12 | -5% | -29%
11% | -4% | 1% | ? | -4 | -21% | 59%[activator] | O=C1C(=O)N(CCO)C(c2ccccc2)/C1=C(\O)c1ccccc1 (stereo unspecified) | 5% | ?
-17% | -16% | 2% | 1% | 10 | 4% | 32% | CCOc1ccc(S(=O)(=O)N(CC(=O)O)c2ccccc2)cc1 | -9% | 9%
-3% | 0% | -4% | 13µM* | -4 | 32µM* | -10% | COc1cc2c(=O)n(CCCN3CCOCC3)c(=S)[nH]c2c(OC)c1OC | -50% | ?
? | 1% | -4% | nt | 5 | -8% | 35% | Cc1cc(OCc2cc(C(=O)N(C)Cc3ccccn3)no2)cc(C)c1Cl | -11% | 8%
-6%&-6% | 2%&5% | 5%&6% | -29%[59 µM] | -1&0 | -16%&-18% | 21%&21% | Cc1cccc(N2CCN(C(=O)C3CCN(S(=O)(=O)c4c(C)noc4C)CC3)CC2)c1C | 28%&1% | 3%&-2%
-14% | 14% | 1% | ? | -3 | 15% | 26% | COc1cc(C(=O)NCCC(=O)N2CCC3(CC2)NCCc2[nH]cnc23)cc(OC)c1OC | -16% | -10%
-2% | 1% | 8% | 2%[59 µM] | -4 | -20%[57.1 µM] | 8% | Cc1cc(C)n(CC2CC(=O)N(c3ccc(C)c(Cl)c3)C2=O)n1 (stereo unspecified) | -32% | 6%
-3% | -6% | 3% | -2%[59 µM] | -4 | -14% | 27% | N#CC1=C(N)N(c2ccccc2)C2=C(C(=O)CCC2)C1c1ccccc1 (stereo unspecified) | -16% | ?
-2% | 3% | 9% | -3%[59 µM] | 0&3 | -9% | 12% | O=c1[nH]c(=O)n([C@H]2C[C@H](O)[C@@H](CO)O2)cc1I | 14% | 0%
-6% | -1% | -1% | -5% | 2 | 10% | 14% | Cn1cc(C(=O)Nc2ccc3c(c2)CCC3)cn1 | -49% | -21%
-1% | 1% | -1% | -35% | 7 | -9% | 36% | COC(=O)c1cc(S(=O)(=O)Nc2ccc(C)c(F)c2)c[nH]1 | -10% | ?
-10% | -8% | ? | nt | -15 | 11µM* | 4% | CC(Sc1nnnn1C1CCCCC1)C(=O)O (stereo unspecified) | ? | -21%
3% | -2% | 0% | 12% | -3 | 11% | 63%[activator] | COC(=O)c1cc(-c2ccc(NC(C)=O)cc2)nc2ccccc12 | 12% | 5%
0% | -3% | 5% | -1%[59 µM] | 1 | -4% | 26% | CCc1ccccc1NC(=O)CSc1ncc(S(=O)(=O)c2ccccc2)c(=O)[nH]1 | 7% | -20%
? | 1% | 13% | ? | -26 | -33% | 22% | O=C(c1ccc2c(c1)CCN2S(=O)(=O)c1ccccc1)N1CCN(c2ccccc2)CC1 | -11% | -12%
-3% | 3% | 12% | 49%[activator] | -3 | 16% | 61%[activator] | CCOC(=O)c1ccc(N2CCCCC2)c(NS(=O)(=O)c2ccc(C)cc2)c1 | -4% | 103%[activator]
3% | 1% | 0% | -6%[0.501 µM] | 0 | -7% | 36% | CC(C)CN(C(=O)CSc1nnc(C2CC2)n1-c1ccccc1)C1CCS(=O)(=O)C1 (stereo unspecified) | 15% | 21%
-6% | nt | 20% | ? | -4 | -27% | ? | O=S(=O)(CCN(CCS(=O)(=O)C(F)(F)F)CC1CCCO1)C(F)(F)F (stereo unspecified) | 7% | 3%
nt | 7% | 0% | -34%[59 µM] | -2 | -5% | 10% | CCCN(C(=O)c1nn(-c2ccc(OC)cc2)c(=O)c2c1c1ccccc1n2C)c1ccc(CC)cc1 | 38% | -21%

This is a subset. The share of hits here may be higher or lower than overall.
